# Mtb UGM inh: Mtb UDP-galactopyranose mutase inhibition | P9WIQ1 | purified UGM, fluorescence polarization probe displacement | inhibition, % at 10 µM | 320,000 compounds, 0.06% hits | AID 504406; in the data active = inhibition above about 10%, passing the limit was not always enough; inconclusive = no clear call, values can overlap the other calls
# CCHF vOTU inh: CCHFV vOTU protease inhibition; Pep-AMC fluorescence; inhibition, % at 11.5 µM; 370,000 compounds, 0.55% hits; AID 651958; note: 0% = vehicle wells with enzyme and 100% = no enzyme wells
# Rv3671c inh: inhibitors of M. tuberculosis serine protease Rv3671c; 320,000 compounds, 0.048% hits; inhibition, % at 5.96 µM; in the data active = inhibition above about 38%;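 note: extracellular domain of Rv3671c used as enzyme; 0% = enzyme with DMSO and 100% = no enzyme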
# Target sequence (P9WHR9 whole entry, looked up, the tested form may be a part): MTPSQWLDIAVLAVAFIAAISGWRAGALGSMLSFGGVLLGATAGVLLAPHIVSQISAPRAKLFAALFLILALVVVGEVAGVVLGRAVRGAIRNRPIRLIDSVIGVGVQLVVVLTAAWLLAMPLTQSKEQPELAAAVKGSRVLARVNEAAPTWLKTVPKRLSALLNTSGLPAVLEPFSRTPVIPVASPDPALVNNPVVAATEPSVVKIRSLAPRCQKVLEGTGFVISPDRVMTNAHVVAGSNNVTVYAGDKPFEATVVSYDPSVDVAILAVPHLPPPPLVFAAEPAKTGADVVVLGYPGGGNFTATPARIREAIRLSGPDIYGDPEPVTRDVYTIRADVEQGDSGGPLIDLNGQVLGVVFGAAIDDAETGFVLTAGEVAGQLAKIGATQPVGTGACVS
# FBA Mtb inh: inhibitors of M. tuberculosis fructose-bisphosphate aldolase | purified M. tuberculosis FBA, fluorescence read-out | AID 588726 | 360,000 compounds, 2.3% hits | inhibition, % at 1 µM | P9WQA3; in the data active = inhibition above about 27%;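 note: 0% = vehicle and 100% = reference inhibitor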
# Target sequence (P9WQA3 whole entry, looked up): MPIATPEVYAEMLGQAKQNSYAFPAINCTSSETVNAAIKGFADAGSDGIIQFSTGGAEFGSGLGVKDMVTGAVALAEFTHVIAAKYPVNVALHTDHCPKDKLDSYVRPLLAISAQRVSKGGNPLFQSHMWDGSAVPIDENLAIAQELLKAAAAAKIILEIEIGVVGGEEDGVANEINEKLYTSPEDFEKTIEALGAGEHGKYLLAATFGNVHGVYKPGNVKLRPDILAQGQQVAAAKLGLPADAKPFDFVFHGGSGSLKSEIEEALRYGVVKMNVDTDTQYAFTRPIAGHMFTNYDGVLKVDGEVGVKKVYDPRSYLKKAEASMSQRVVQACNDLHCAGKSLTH
# Mtb BioA inh: BioA (M. tuberculosis) enzyme inhibition | purified M. tuberculosis BioA enzyme, plate reader | inhibition, % at 9.99 µM | 360,000 compounds, 0.096% hits | AID 602481; in the data active = inhibition above about 40%; inconclusive = no clear call, values can overlap the other calls
# DUSP3 inh: blocks human VHR1 dual specificity phosphatase; P51452; inhibition, % at 13.3 µM; 290,000 compounds, 0.52% hits; AID 1654; recombinant VHR phosphatase, pNPP absorbance; in the data active = inhibition above about 50%; note: some compounds called inactive have numbers as strong as hits
# Target sequence (P51452 whole entry, looked up): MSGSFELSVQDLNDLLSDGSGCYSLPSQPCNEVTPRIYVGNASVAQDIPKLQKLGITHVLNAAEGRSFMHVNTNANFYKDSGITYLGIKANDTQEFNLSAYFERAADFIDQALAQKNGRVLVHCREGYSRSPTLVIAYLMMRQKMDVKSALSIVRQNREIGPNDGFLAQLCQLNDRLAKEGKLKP
# MazEF act: increases E. coli MazEF RNase cleavage of RNA | P0AE70 | FAM/BHQ RNA-DNA oligo cleavage fluorescence, 5 h | activation, % at 20 µM | 350,000 compounds, 0.32% hits; in the data active = activation above about 50%
# Target sequence (P0AE70 whole entry, looked up): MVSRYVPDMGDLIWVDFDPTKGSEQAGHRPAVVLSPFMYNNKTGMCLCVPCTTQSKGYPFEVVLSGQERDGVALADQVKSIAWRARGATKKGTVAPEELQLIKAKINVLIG
# FadD28 binding: M. tuberculosis FadD28 bisubstrate binding inhibition; AID 588549; 360,000 compounds, 0.22% hits; inhibition, % at 12.5 µM; FadD28 bisubstrate probe binding, fluorescence polarization; in the data active = inhibition above about 8.5%, passing the limit was not always enough; inconclusive = no clear call, values can overlap the other calls
# GDH-TPI inh: GDH-TPI coupled enzyme inhibition counter-screen | GDH-TPI coupled enzyme counterscreen, NADH absorbance | inhibition, % at 4.8 µM | 360,000 compounds, 1.2% hits;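 note: 0% = DMSO wells and 100% = wells lacking the enzyme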
# BoNT-F LC inh: BoNT F light chain protease inhibition; Multiplex microsphere protease cleavage assay, flow cytometry; inhibition, % at 10 µM; 360,000 compounds, 0.22% hits; AID 588497; in the data active = inhibition above about 35%, passing the limit was not always enough; inconclusive = no clear call, values can overlap the other calls; note: plate controls were buffer without enzyme for full effect and enzyme alone for no effect
# Starred values were filed as active, the others as inactive; ? = inconclusive; · = not tested or not shown; & = joins results of further samples. Cut-off read from the data, not from the text of the source, unless noted: active = inhibition above about 30%; inactive = the rest.
SMILES,Mtb UGM inh,CCHF vOTU inh,Rv3671c inh,FBA Mtb inh,Mtb BioA inh,DUSP3 inh,MazEF act,FadD28 binding,GDH-TPI inh,BoNT-F LC inh
CCOc1ccc(C(=O)Nc2cc3c(cc2N2CCCC2)n(CC)c(=O)n3CC)cc1OCC,-1.2,4,-1,10,57*,62,-4,-0.9,10,-6
CC(C)NS(=O)(=O)c1ccc(CCC(=O)Nc2ccc3c(c2)OCCO3)cc1,-2.1,-3,-3,-2,·,8,-5,1.5,8,-10
C=CC[C@H](CC(=O)NCCO)C(=O)N[C@@H](COC(=O)[C@@H](CC=C)CC(=O)OC(C)(C)C)Cc1c[nH]c2ccccc12,-0.4,6,3,4,2.5,·,1,-3.9,-3,-15
Cc1csc(NC(=O)CSc2ncn(-c3ccccc3)n2)n1,2.7,15,-7,-3,-2.0,-12,-5,-1.4,-5,-11
Clc1ccc(-n2nnnc2-c2cnc(-c3ccncc3)nc2-c2cccs2)cc1,4.6,-5,-14,3,0.9,0,2,-6.6,6,-14
CN(C)S(=O)(=O)c1ccc(C(=O)N2CCN=C2SCc2cccnc2)cc1,1.2,3,-4,5,2.1,18,3,-1.9,2,-9
O=C(CC(NS(=O)(=O)c1ccc(Cl)cc1)c1ccco1)NCc1cccnc1 (stereo not drawn),-2.5,6,-5,2,0.0,21,-5,-5.5,-10,-4
CC1=NN(c2nc(-c3ccc(C)cc3)cs2)C(=O)C1N=Nc1ccccc1O (stereo not drawn),-0.4,-3,11,-3,·,11,3,-3.3,-3,-9
COc1ccc(Cl)cc1NC(=O)CN(C)C(=O)/C=C/c1ccco1,0.8,8,1,-1,8.4,·,-3,-3.6,-1,-2
O=C(O)c1cn(-c2ccc(F)cc2)c2cc(N3CCNCC3)c(F)cc2c1=O,·,-4,·,33*,1.8,·,-1,-2.4,9,13
COc1cc(C=O)c(Br)cc1OCC(=O)NCCc1ccccc1,0.3,0,-9,2,-1.4,36,3,-1.2,15,-2
COc1ccccc1C(CNC(=O)c1cc(C)nc2ccccc12)N(C)C (stereo not drawn),-0.8,5,3,1,-1.2,14,4,-0.7,2,7
O=C(Nc1ccc(C#Cc2ccccc2)cc1)C1CC1,0.0,7,-11,-1,-0.1,0,9,-0.9,7,-4
COc1ccc(Nc2nnc(SCC(=O)N(CC(C)C)C3CCS(=O)(=O)C3)s2)cc1 (stereo not drawn),·,-1,·,1,0.9,·,-9,-1.4,15,1
COc1ccc(-n2c(SCC(=O)NCC3CCCO3)nc3ccccc32)cc1 (stereo not drawn),1.8,-1,-11,0,·,26,-3,-3.7,-1,-9
Cn1c(=O)cc(OCC(=O)N2CCCc3ccccc32)c2ccccc21,-2.2,-8,-1,1,-2.9,-4,-3,-1.8,-4,-6
CCOC(=O)Nc1ccc2c(c1)N(C(=O)CN1CCN(CCO)CC1)c1ccccc1CC2,-1.8,-2,-4,1,-0.3,-23,16,-0.2,6,·
O=S(=O)(c1ccccc1)c1ccc(N2CCCCCC2)cc1,-0.7,6,-4,14,-2.0,20,-4,-2.3,18,-8
Nc1nc(NC(=O)c2ccccc2Cl)nn1-c1ccccc1,1.8,1,11,2,-3.4,26,6,0.6,11,·
C[C@]12CC[C@H]3[C@@H](CCC4=CC(=O)CC[C@@]43C)[C@@H]1CC[C@@H]2O,·,9&-8,-11,3&-2,-0.1&-0.2,·,-14&1,-2.0&-3.2,6&-8,2&1
Cc1[nH][nH]c(=O)c1C=NCc1ccc(Cl)cc1,-2.4,14,0,2,-1.0,6,7,-1.5,7,-5
CC(=O)OC1C(=O)N(Cc2ccccc2)C1c1ccc(C)cc1 (stereo not drawn),·,1,·,3,-0.5,·,2,0.2,2,-6
O=C(CN(Cc1ccccc1)S(=O)(=O)c1ccc2c(c1)OCCO2)N/N=C/c1ccc(F)cc1,-0.7,-17,-27,-3,-0.7,30,-6,-6.1,2,-3
Cc1cccc(NC(=O)CN(CC2CCCO2)C(=O)c2cc3ccccc3o2)c1C (stereo not drawn),·,4,·,2,·,·,2,-2.9,-4,-8
O=C(NC1CCCC1)c1cccnc1N1CCCCCC1,0.0,-3,-12,1,1.8,30,-2,-3.0,4,0

# The list continues:
SMILES,Mtb UGM inh,CCHF vOTU inh,Rv3671c inh,FBA Mtb inh,Mtb BioA inh,DUSP3 inh,MazEF act,FadD28 binding,GDH-TPI inh,BoNT-F LC inh
CCOC(=O)c1oc2ccccc2c1CSc1nnc(-c2ccco2)o1,0.6,6,-14,4,1.5,3,-4,-0.9,1,-6
CCC(C(=O)O)n1nnc(-c2ccc(OCc3ccccc3)c(OC)c2)n1 (stereo not drawn),-0.5,14,-4,·,·,13,·,·,·,·
COc1ccc(C)cc1NC(=O)Nc1cnccn1,-0.6,0,-6,-1,·,27,4,-2.5,-1,4
CCOc1ccc(C(=O)/C=C/c2ccccc2C(F)(F)F)cc1,0.0,10,-6,-2,·,3,-6,-4.2,-1,3
CCN(CC(=O)Nc1c(F)cccc1F)C(=O)CCc1ccc(OC)cc1,-0.1,-3,-7,-1,·,22,8,-0.1,-3,0
CCOC(=O)C1CCN(C(=O)Cn2cccc2C(=O)c2ccccc2)CC1,-2.3,-2,-7,-3,·,19,5,-0.7,9,-2
CC1(C)CC(=O)c2cc(OCC(=O)NCCN3CCOCC3)ccc2O1,-1.6,-49,-5,34*,·,24,12,-2.2,3,10
O=C(Nc1ccc(OC(F)(F)F)cc1)Nc1cccnc1,3.4,-9,-23,3,1.2,-22,6,-2.5,-1,-3
COc1ccc(OCC(=O)Nc2ccccc2C(=O)NC2CC2)cc1,-1.8,-5,0,-1,-0.5,·,0,-1.2,3,0
COc1cccc(/C=C2/SC(=O)N(C)C2=O)c1OCc1ccc(C(=O)O)cc1,-0.8,7,7,-3,·,-23,2,-1.0,13,-6
CCOC(=O)C1CCN(C(=O)COC(=O)c2ccc3[nH]c4c(c3c2)CCCC4)CC1,0.6,-4,7,-1,2.6,·,7,-2.5,-7,-7
Fc1cc(F)cc(Nc2nc(Cl)nc(NC3CCCC3)n2)c1,3.5,22,-59,2,-1.8,·,2,-13,-8,-1
Brc1ccc(-c2nc3ncccn3c2Nc2ccc3c(c2)OCCO3)o1,2.5,27,7,-2,·,8,5,-0.7,16,-4
CCCCCC(C)NC(=O)c1cc(S(=O)(=O)N2CCCCC2)ccc1N1CCOCC1 (stereo not drawn),0.7,1,0,0,-1.2,·,-3,·,5,1
COc1ccc(OC)c(/C=C/C(=O)OCC(=O)N2CCCC2)c1,-1.3,-11,5,4,-1.5,·,7,0.4,0,-2
COc1ccccc1N1CCN(S(=O)(=O)c2cc3c(cc2C)NC(=O)CO3)CC1,-0.4,-4,-3,-1,0.7,-6,19,-2.4,-8,-7
CC(C)(C)C(=O)Nc1nc2cc3c(cc2s1)OCO3,0.1,7,4,-1,·,13,0,-5.2,4,-2
O=C(CN1C(=O)NC2(CCCC2)C1=O)OCCOc1ccccc1,-1.1,0,-8,-1,0.3,6,1,-1.4,2,-5
O=C(O)c1cc(S(=O)(=O)N2CCOCC2)ccc1N1CCCCC1,-2.7,10,3,6,·,14,-26,-2.2,9,0
O=C(O)C1Sc2[nH]c(=O)sc2C2c3ccc(O)cc3OC(=O)C12 (stereo not drawn),-0.3,-3,3,27,-5.2,20,30,?,2,-5
COc1cc(NC(=O)c2cccc(S(=O)(=O)N3CCCCC3)c2)cc(OC)c1OC,0.8,16,-10,4,-1.7,·,-15,0.5,9,?
CC1CCN(CCCNC(=O)c2ccc(CS(=O)(=O)Cc3ccc(Cl)cc3)o2)CC1,2.8,12,3,-1,0.6,4,8,-1.8,6,-6
CCCN(CC1CC1)C(=O)COC(=O)c1oc2c(F)cccc2c1C,-2.3,15,-7,4,0.8,·,-1,-3.7,5,-4
CC(C)NC(=O)COC(=O)c1ccccc1Oc1ccccc1,-1.2,3,12,-1,0.3,16,-2,-2.4,-6,-3
COC(=O)c1ccccc1NC(=O)COC(=O)CSc1nnc(N)s1,0.4,-13,-5,4,·,24,9,-0.7,-2,-2

# (next part)
SMILES,Mtb UGM inh,CCHF vOTU inh,Rv3671c inh,FBA Mtb inh,Mtb BioA inh,DUSP3 inh,MazEF act,FadD28 binding,GDH-TPI inh,BoNT-F LC inh
COCCCN1C2=C(C(=O)CC(C)(C)C2)C(c2ccc(OC)c(OC)c2)C2=C1CC(C)(C)CC2=O,3.0,-3,·,-1,0.7,51*,-2,0.3,-5,?
Cc1ccc(OCc2n[nH]c(=S)n2N)cc1C,-0.1,4,-2,0,-1.4,-25,7,-3.7,-3,4
Cc1cc(C)nc(NC(=O)c2ccc(Br)s2)n1,-1.5,7,-11,3,1.5,7,7,-2.8,25,·
CCC(C)(C)NC(=O)CN(C(=O)CNS(=O)(=O)c1ccccc1)c1ccc2c(c1)OCCO2,-0.9,0,7,1,-5.0,28,3,-0.1,3,26
Cc1cc(N=Nc2ccc(Cl)cc2)cc(CN2CCOCC2)c1O,-0.1,2,4,-3,-0.8,19,-7,-1.6,8,-9
Cc1ccc(F)c(N=Cc2c(O)c3ccccc3oc2=O)c1,-3.2,11,6,-1,-2.7,-6,-17,-1.5,3,?
COc1cc(Cl)ccc1NC(=O)COc1ccccc1C(=O)NN,1.2,10,-26,1,-0.5,18,8,-6.4,3,-3
CC(C)c1ccccc1OCCNC(=O)c1cncc(Br)c1,0.0,-11,0,0,-0.2,6,0,-0.5,-3,-4
O=C(c1ccccc1)c1cc(-c2ccccc2)on1,-1.4,-2,-4,-2,-5.5,-16,5,0.4,5,7
COC(=O)c1ccc(C(=O)OC)c(NC(=O)C2CCCO2)c1 (stereo not drawn),0.4,-20,2,6,-2.4,-4,12,-1.0,0,?
Cc1ccc(N2CCN(CC(O)COc3cccc4ccccc34)CC2)cc1 (stereo not drawn),1.2,2,-1,2,-0.7,19,-5,-3.6,-2,11
CCN(CCn1cccn1)C(=O)CC1C(=O)NCCN1Cc1ccc(F)cc1 (stereo not drawn),2.2,-5,-1,-2,-0.6,1,-5,-2.7,-2,3

# A different layout for 12 compounds above:
Molecule	Mtb UGM inh	CCHF vOTU inh	Rv3671c inh	FBA Mtb inh	Mtb BioA inh	DUSP3 inh	MazEF act	FadD28 binding	GDH-TPI inh	BoNT-F LC inh
COCCCN1C2=C(C(=O)CC(C)(C)C2)C(c2ccc(OC)c(OC)c2)C2=C1CC(C)(C)CC2=O	3.0	-3	·	-1	0.7	51*	-2	0.3	-5	?
Cc1ccc(OCc2n[nH]c(=S)n2N)cc1C	-0.1	4	-2	0	-1.4	-25	7	-3.7	-3	4
Cc1cc(C)nc(NC(=O)c2ccc(Br)s2)n1	-1.5	7	-11	3	1.5	7	7	-2.8	25	·
CCC(C)(C)NC(=O)CN(C(=O)CNS(=O)(=O)c1ccccc1)c1ccc2c(c1)OCCO2	-0.9	0	7	1	-5.0	28	3	-0.1	3	26
Cc1cc(N=Nc2ccc(Cl)cc2)cc(CN2CCOCC2)c1O	-0.1	2	4	-3	-0.8	19	-7	-1.6	8	-9
Cc1ccc(F)c(N=Cc2c(O)c3ccccc3oc2=O)c1	-3.2	11	6	-1	-2.7	-6	-17	-1.5	3	?
COc1cc(Cl)ccc1NC(=O)COc1ccccc1C(=O)NN	1.2	10	-26	1	-0.5	18	8	-6.4	3	-3
CC(C)c1ccccc1OCCNC(=O)c1cncc(Br)c1	0.0	-11	0	0	-0.2	6	0	-0.5	-3	-4
O=C(c1ccccc1)c1cc(-c2ccccc2)on1	-1.4	-2	-4	-2	-5.5	-16	5	0.4	5	7
COC(=O)c1ccc(C(=O)OC)c(NC(=O)C2CCCO2)c1 (stereo not drawn)	0.4	-20	2	6	-2.4	-4	12	-1.0	0	?
Cc1ccc(N2CCN(CC(O)COc3cccc4ccccc34)CC2)cc1 (stereo not drawn)	1.2	2	-1	2	-0.7	19	-5	-3.6	-2	11
CCN(CCn1cccn1)C(=O)CC1C(=O)NCCN1Cc1ccc(F)cc1 (stereo not drawn)	2.2	-5	-1	-2	-0.6	1	-5	-2.7	-2	3

# Assay outcomes as filed in PubChem BioAssay.
